ST2 IL33 inh: inhibitors of human ST2 (IL1RL1) binding to IL-33; Q01638; AlphaLISA ST2-Fc/biotin-IL-33 interaction, 1 h; inhibition, % for hits at 17 µM; 78,000 tested, 2.3% active; in the data active = inhibition above about 30%; inconclusive = mostly about 10% to 28%
Target sequence (Q01638 whole entry, looked up): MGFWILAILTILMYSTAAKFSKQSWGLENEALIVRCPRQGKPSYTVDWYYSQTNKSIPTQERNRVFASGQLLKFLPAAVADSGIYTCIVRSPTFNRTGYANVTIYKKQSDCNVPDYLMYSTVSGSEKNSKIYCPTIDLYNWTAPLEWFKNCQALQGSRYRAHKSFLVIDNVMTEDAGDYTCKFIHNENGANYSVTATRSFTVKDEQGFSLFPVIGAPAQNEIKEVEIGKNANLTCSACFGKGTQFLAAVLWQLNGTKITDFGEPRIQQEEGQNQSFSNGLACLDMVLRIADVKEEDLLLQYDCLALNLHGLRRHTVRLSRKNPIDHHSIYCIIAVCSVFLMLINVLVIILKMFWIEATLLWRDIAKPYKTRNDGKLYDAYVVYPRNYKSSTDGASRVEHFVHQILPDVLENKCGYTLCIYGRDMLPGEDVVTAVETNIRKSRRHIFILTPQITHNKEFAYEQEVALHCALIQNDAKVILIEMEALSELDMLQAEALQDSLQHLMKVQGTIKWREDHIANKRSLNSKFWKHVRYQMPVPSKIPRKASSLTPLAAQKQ
* = called active by the depositor; i = inactive; ? = inconclusive; ! = repeats disagree.

molecule,ST2 IL33 inh
Cc1cc(C)n(S(=O)(=O)c2ccc(Br)s2)n1,i
CC(NC(=O)c1ccc(F)cc1)C1CC1 (centres undefined),i
CCn1c(-c2ccc(OC)c(F)c2)csc1=Nc1ccccc1,73%*
C=CCOc1ccc(C2C(C(=O)OCC)=C(C)N=C3SCCC(=O)N32)cc1 (centres undefined),i
CSc1cccc(NC(=O)COc2ccccc2Cl)c1,i
c1cncc(NCCCNc2nc(-c3ccncc3)nc3c2CCNC3)c1,?
COc1ccc(-n2ncc3c2CC(C)(C)CC3NC(=O)Cn2cc3ccccc3n2)cc1 (centres undefined),i
CC(=O)c1ccc2c(c1)c1ccccc1n2C,i
CC(=O)c1ccc(NC(=O)c2cccc(Cl)c2)cc1,i
CC(CCc1ccccc1)NS(=O)(=O)c1ccccc1[N+](=O)[O-] (centres undefined),?
CC1c2cccn2CCN1C(=O)c1ccc(C#CC(C)(C)O)o1 (centres undefined),i
Cc1cccnc1Nc1nc(-c2ccc(O)c(O)c2)cs1,?
COc1cccc2cc(C(=O)Nc3ccccc3)c(=Nc3ccccc3F)oc12,?
O=C(Nc1nccs1)c1ccc(C(=O)Nc2nccs2)cc1,i
COc1cccc(F)c1-c1ccc(-c2nc(C)no2)cn1,i
Cc1cc(C)cc(-n2ncc3c2CCCC3NC(=O)C#Cc2ccccc2)c1 (centres undefined),?
O=C(CCN1CCCC(N2CCCC2=O)C1)c1ccc(F)cc1 (centres undefined),?
O=C(NCc1cn[nH]c1-c1ccc(F)cc1)c1cccc(Cn2cccn2)c1,i
CN(C)CCN(CC1CCCN(Cc2ccccc2F)C1)C(=O)c1cccc(N(C)C)c1 (centres undefined),i
COc1ccc(S(=O)(=O)Nc2ccc3n(c2=O)C[C@H]2C[C@@H]3CN(C(=O)Nc3cc(OC)cc(OC)c3)C2)cc1,i
O=C(Nc1ccc(Cl)c(Cl)c1)[C@H]1[C@H](C(=O)O)[C@H]2C=C[C@@H]1C2,i
COc1ccc(NC(=O)c2c(NC(=O)CNCCO)sc3c2CCC3)cc1,?
Cc1cc(Cl)ccc1OCC(=O)N1CCCC1,i
CCOc1cc(/C=C2\C(=O)Nc3ccc(Br)cc32)cc(Br)c1OCC,?
COC(=O)C1C(=O)C2=C(CC1C)NC(C)=C(C(=O)OCCOC(C)C)C2c1ccc(C)s1 (centres undefined),i
Cc1nc(CN2CCC=C(CNC(=O)C3CCCCC3)C2)cc(=O)[nH]1,i
Cc1cc(C)cc(NC(=O)Cn2c(C(F)(F)F)nc3ccccc32)c1,i
COc1ccc(/C=C2\C=C(c3ccc(Cl)cc3)OC2=O)cc1OC,?
O=C(O)CNc1cccc(C(=O)NCCc2ccncc2)c1,i
O=C(c1ccc(F)cc1)N1C[C@@H]2C[C@H](C1)c1ccc(NS(=O)(=O)c3cccc(F)c3)c(=O)n1C2,?
Cc1csc(C(C)N(C)C(=O)c2cnn(-c3ncc(C)c(-c4ccc(F)cc4)n3)c2C(C)C)n1 (centres undefined),?
CC(=O)Nc1ccc(C2(c3ccc(NC(C)=O)cc3)NC(=O)c3ccccc32)cc1,i
COc1cc(NC(=O)c2cccc([N+](=O)[O-])c2C)ccc1NC(=O)c1ccco1,i
COC(=O)c1c(-c2cc(OC)c(OC)c(OC)c2)c2ccc(OCc3ccccn3)cc2c(=O)n1-c1ccc(N)cc1,?
COc1ccccc1NC(=O)c1c(OC)cccc1OC,i
O=C(O)C1(Cc2ccccc2C(F)(F)F)CCN(CC2CC2)CC1,i
CC(=O)Nc1ccc(/C=C2/OC(=O)c3c2cc(C)[nH]c3=O)cc1,46%*
Cc1ccc(-n2c(SCc3cccc(F)c3)nc3c(c2=O)SCC3)cc1,33%*!
CCc1c(C)sc(NC(=O)c2noc3c2CCCC3)c1C#N,i
CSc1ccc(-c2nc(CSCC(=O)NCCc3ccc(Cl)cc3)c(C)o2)cc1,i
Cc1c(-c2ccc(Cl)cc2)nc2ccccc2c1C(=O)N1CCCC1,i
OC[C@H]1O[C@@H](n2cnc3c(NC4CCCCC4)ncnc32)[C@H](O)[C@@H]1O,i
COc1ccc(CCC(=O)N2CCCC(CNC(=O)c3ccc(F)cc3)C2)cc1 (centres undefined),i
Cc1cccc(-n2cc(CN3CCN4CCN(C)CC4C3)cn2)c1 (centres undefined),?
O=C1N=C(N2CCN(CCO)CC2)S/C1=C\c1ccc(O)cc1,?
c1ccc(CCNc2c3c(nc4ccccc24)CCC3)cc1,i
C=CCSc1nc(C)c2cc(C)ccc2n1,i
O=C(Nc1c2c(nn1-c1cccc(Cl)c1)CS(=O)C2)c1c(F)cccc1F (centres undefined),i
Nc1cc(C(=O)O)c(N)cc1C(=O)O,?
CCC(=O)N1CCc2cc(Br)cc(S(=O)(=O)NCCN3CCOCC3)c21,i
Cc1cc(Br)ccc1NC(=O)CCS(=O)(=O)c1cccc2nonc12,i
CC(=O)NC1=NN(C(C)=O)C(/C=C/c2ccccc2)S1 (centres undefined),i
CCOc1cc(/C=C2/NC(=O)NC2=O)ccc1OCc1ccc(Cl)cc1,i
OCc1ccc(CN2C[C@H](O)C[C@H]2c2nc(Cc3ccc(F)cc3Cl)no2)o1,i
O=C(CCc1ccncc1)N1CCOC(Cc2cccc(C(F)(F)F)c2)C1 (centres undefined),i
Cc1ccc(NC(=O)CC(=O)N2CCCC3(CCNC3)C2)c(C)c1 (centres undefined),?

Carrying on.
molecule,ST2 IL33 inh
CN1C(=O)C(CC(=O)NCc2cnn3ccccc23)N(C)C1=O (centres undefined),i
COc1ccc(OC(C)C(=O)NCCc2ccccc2)cc1 (centres undefined),i
COc1ccc(NC(=O)c2ccccc2I)cc1,?
O=C(Nc1cccc([N+](=O)[O-])c1)c1cc2ccccc2o1,?
CCOC(=O)c1nn(CCc2scnc2C)c2c1CN(C/C(C)=C/c1ccco1)CC2,i
Cc1nn(Cc2ccccc2)c(C)c1NC(=O)c1cc(-c2ccc(Cl)cc2)on1,i
O=C1NC[C@@H](CCC(=O)N2CCN(c3ccccc3)CC2)N2C[C@@H](NCc3ccc(F)cc3)C[C@@H]12,i
c1coc(CN2CCC3(CC2)NCCc2[nH]cnc23)c1,i
CCCCOc1ccc(C(=O)N(c2cc(C)cc(C)c2)C2C=CS(=O)(=O)C2)cc1 (centres undefined),i
Cc1cc(F)cc(-c2c(-c3ccccc3)ncn2CCN2CCC(O)CC2)c1,?
O=C(NC(Nc1ccccc1)C(Cl)(Cl)Cl)c1cccnc1 (centres undefined),i
Cc1cc2c(cc1O)NC(=O)CC2c1ccc(CN(C)S(C)(=O)=O)o1 (centres undefined),i
Cc1ccccc1Cn1cc(C(=O)Nc2ccc(F)cc2)ccc1=O,i
COC(=O)C(NS(=O)(=O)c1ccc2ccccc2c1)C(O)c1ccccc1 (centres undefined),i
CC(C)(C)SCCNS(=O)(=O)c1ccc(F)cc1,i
CCCOCC1CCN(C(=O)c2ccc3c(c2)C(=O)N(CCC)C3=O)C1 (centres undefined),i
CCN(CC)CCN1C(=O)C(O)=C(C(=O)c2cccs2)C1c1ccccc1F (centres undefined),i
O=C(c1cc(-c2ccc3c(c2)OCO3)on1)N1CCN(Cc2ccccc2)CC1,i
CSc1cccc(NC(=O)N[C@H]2C[C@@H](C(=O)N[C@H](Cc3c[nH]c4ccccc34)C(N)=O)N(C(=O)C=C(C)C)C2)c1,i
Cc1cccc(C)c1NS(=O)(=O)c1ccc2c(c1)c(=O)n(C)c(=O)n2C,i
Ic1ccc(OCCCn2ccnc2)cc1,i
CC(=O)N(c1ccc2oc3c(c2c1)CCCC3)S(=O)(=O)c1ccccc1,i
O=C(/C=C/c1ccccn1)N1CCC2(CCCN(CCc3ccccc3)C2)C1 (centres undefined),?
Cc1nnc(SCC(=O)Nc2nc3ccccc3s2)s1,i
O=C(O)C1CSC(c2ccccc2Cl)N1C(=O)c1cccc(Cl)c1 (centres undefined),i
CC1CN(S(=O)(=O)c2ccc(C(=O)Nc3nnc(C4CC4)o3)cc2)CC(C)O1 (centres undefined),i
CC(C)OCCCNC(=O)CNC(=O)c1cccs1,i
CN(Cc1cccc2cccnc12)C(=O)C1CCC(=O)N(CCN2CCOCC2)C1 (centres undefined),i
CC(=O)NC(=Nc1nc(C)cc(C)n1)Nc1ccc(Cl)c(Cl)c1,i
CCN(CC)CCN(CC)C(=O)Cn1nnnc1CN1CCOCC1,i
COc1ccc(-n2nc3c(c2NC(=O)COc2ccc(Cl)cc2)CSC3)cc1,?
Cc1ccc(Nc2nc(-c3nnc(-c4ccc(C)cc4)o3)nc3ccccc23)cc1,i
COc1ccc(Cc2nnc(Nc3ccc4c(c3)OCO4)[nH]c2=O)cc1,i
NC(=O)c1cccc(CC2CCN(C(=O)COc3ccc(Cl)cc3)C2)c1 (centres undefined),i
OCCC1CN(Cc2cccn2-c2nccs2)CCN1Cc1cccs1 (centres undefined),i
O=C(Nc1ccc2oc(-c3ccncc3)nc2c1)c1ccco1,?
Cc1nc(CNC(=O)c2ccc(C3CCCO3)s2)nc2c1CCCC2 (centres undefined),i
COc1ccc(Cl)cc1NS(=O)(=O)c1cccnc1,i
COc1ccc(OC)c(CN2CCCN(C)CC2)c1,i
Cc1ccc(C)c(-c2csc(Nc3ccc(F)cc3)n2)c1,i
COc1ccc(C2C3=C(CCCC3=O)Nc3nc(SCc4ccccc4)[nH]c(=O)c32)cc1OC (centres undefined),i
CC1=CC(C)C2C(=O)N(c3ccccc3)NC(=O)C2C1 (centres undefined),i
CN(C)CCN1C(=O)C2CC=C(Cl)CC2C1=O (centres undefined),i
COCc1ccc(CNC2CCCN(c3ncccn3)C2)o1 (centres undefined),i
Cc1ccc(C)c(Oc2cc(NC(=O)CCCn3nc(C)c([N+](=O)[O-])c3C)cc([N+](=O)[O-])c2)c1,?
O=c1[nH]c2ccc(S(=O)(=O)Nc3ccc(F)c(F)c3)cc2s1,i
CC(C(=O)N1CCc2ccccc21)N1C(=O)c2ccccc2C1=O (centres undefined),i
O=C(C1COc2ccccc2C1)N1CCC(Cn2cc(CCO)nn2)CC1 (centres undefined),i
Nc1nc(-c2ccccc2)c(I)c(=O)[nH]1,i
COc1cc(/C=C2\C(=O)N(c3ccccc3)N=C2C)c([N+](=O)[O-])cc1OC,i
COc1cccc2cc(C(N)=O)c(=Nc3cccc(C)c3)oc12,i
COc1cc(C=Nc2ccc(NC(C)=O)cc2)cc(OC)c1OC,?
Cc1ccn2c(NC(=O)c3cccc(F)c3)c(-c3ccccc3)nc2c1,i
COc1cc(NC(=O)c2cc(-c3ccc(Br)cc3)on2)c(OC)cc1Cl,i
COc1ccc(NC(=O)N2CCN(C)CC2)cc1,i
Cc1c(N=Cc2ccc(Cl)o2)c(=O)n(-c2ccccc2)n1C,i

Retrieved by structure from the entries so far:
molecule,ST2 IL33 inh
COc1cc(/C=C2\C(=O)N(c3ccccc3)N=C2C)c([N+](=O)[O-])cc1OC,i
COc1cc(NC(=O)c2cc(-c3ccc(Br)cc3)on2)c(OC)cc1Cl,i

(next part)
molecule,ST2 IL33 inh
Cn1c(C(=O)NCCc2ccc(S(N)(=O)=O)cc2)cc2c(=O)n3ccccc3nc21,i
CCc1cccc(C)c1NC(=O)CSc1nccn1C,i
CCN(CC)C(=O)[C@@H]1C[C@H](N)CN1C(=O)c1cc2cccc(Cl)c2n1C,?
CCCOC(=O)N1CCCn2nc(C(=O)Nc3ccccc3)cc2C1,i
COc1ccc(C2c3sc(=O)[nH]c3SC3C(=O)N(c4ccc(Cl)cc4)C(=O)C32)cc1 (centres undefined),?
CCCC(=O)Nc1cc(C(=O)NCCC2CCCN2C)ccc1C (centres undefined),i
Cc1nc2sccn2c1C(=O)NCc1snnc1C(C)C,?
COc1ccc(C(=O)NC[C@H]2O[C@@H](CO)[C@@H](O)[C@H]2N2CCOCC2)cc1,i
CCOc1ccccc1N1CCN(Cc2cccc([N+](=O)[O-])c2)CC1,?
NC(=O)[C@@H](Cc1ccccc1)NC(=O)C1=C[C@@H](NC(=O)c2cnccn2)[C@@H](O)[C@H](O)C1,?
CCCc1ncncc1C(=O)N1CCCC(O)(CO)CC1 (centres undefined),?
Cc1cc(N2CCN(C)CC2)nc2ccc(NC(=O)CCC(=O)N3CCCCCC3)cc12,i
COc1ccc(C=NC23CC4CC(CC(C4)C2)C3)cc1OC,i
C=C1CC2OC(=O)C(=C)C2C(OC(=O)/C(C)=C\C)CC2(C)OC1=CC2=O (centres undefined),?
Cc1ncc(-c2c(-c3ccccc3)ncn2CCc2cccs2)[nH]1,?
Clc1ncnc2scc(C3COc4ccccc4O3)c12 (centres undefined),i

The closing two records of the part above come first, to join the parts:
molecule,ST2 IL33 inh
Cc1ncc(-c2c(-c3ccccc3)ncn2CCc2cccs2)[nH]1,?
Clc1ncnc2scc(C3COc4ccccc4O3)c12 (centres undefined),i
CCc1cc2c(=O)c(-c3nc(C)cs3)c(N)oc2c(CN2CCOCC2)c1O,i
O=C(O)Cc1ccc(NCc2ccc(Cl)cc2Cl)cc1,i
Cc1ccc(C(=O)N(C)CCC2CCOCC2)s1,?
COCCNC(=O)C1C2C=CC3(CN(Cc4ccccc4Cl)C(=O)C13)O2 (centres undefined),i

Part of the list above in order of number of heavy atoms, rising.
molecule,ST2 IL33 inh
Cc1ccc(C(=O)N(C)CCC2CCOCC2)s1,?
COCCNC(=O)C1C2C=CC3(CN(Cc4ccccc4Cl)C(=O)C13)O2 (centres undefined),i
CCc1cc2c(=O)c(-c3nc(C)cs3)c(N)oc2c(CN2CCOCC2)c1O,i

Screening data deposited in PubChem BioAssay by IUPUI and University of Michigan.

Some of the compounds tested; the hit share may differ from the screen's.
